RmlC RmlD mix: RmlC/RmlD inhibition, mixture screen. RmlC/RmlD coupled enzyme inhibition, 384-well mixture HTS. inhibition, % at 5.5 µM. 110,000 tested, 0.39% active; in the data active = inhibition above about 30%, passing the limit was not always enough; also: strong numbers were not always called active
RT RNaseH block: blocks HIV-1 RNase H cleavage of RNA/DNA duplex | P04585 | RT-RNase H RNA/DNA duplex cleavage, fluorescence | inhibition, % at 10 µM | 65,000 tested, 1.9% active; in the data active = inhibition above about 50%
The depositor's hits bear a star; / = no result given. This is a subset; count on the stated rates, not on these rows.

SMILES	RmlC RmlD mix	RT RNaseH block
NC(=O)NC1CCCc2c1[nH]c1ccc(Cl)cc21 (centres undefined)	-7	-25
CCOC(=O)C1=C(C)N=C2SCCC(=O)N2C1c1sccc1C (centres undefined)	-4	-6
O=[N+]([O-])c1ccc(N2CCOCC2)nc1	8	/
COCOc1ccc(C=O)c(OCOC)c1	0	/
Cn1c(-n2c(-c3ccco3)nc3ccccc3c2=O)nc2ccccc21	4	3
CSc1nnc(COc2ccc(C)cc2)n1N	-33	/
Cc1cc(NC(=O)CSc2nc3ccccc3n2CC(=O)N2CCC(C)CC2)no1	-7	/
O=c1c2ccccc2nc2ccc(NCc3ccco3)nn12	30	-14
O=C(O)c1ccc(CS(=O)(=O)c2cccc(C(F)(F)F)c2)o1	-6	0
CCN1C(=O)c2cccc3c(S(=O)(=O)NCc4cccnc4)ccc1c23	-1	/
O=C1c2ccccc2C(=O)N1CCc1nc2ccccc2c(=O)n1-c1ccccn1	7	-47
COc1cc(/C=N/NC(=O)COc2ccc(Cl)cc2)ccc1OS(=O)(=O)c1ccc(C)cc1	-4	/
O=C(c1ccco1)N1CCN(C(c2ccccc2Cl)c2nnnn2CC2CCCO2)CC1 (centres undefined)	13	-4
CC1(C)Cc2c(sc(/N=C/N3CCOCC3)c2C#N)C(C)(C)N1	/	-1
Cc1c(NC(=O)Nc2ccccc2Cl)sc(=S)n1C	8	/
O=C(CN1CCN(S(=O)(=O)c2ccc(Br)cc2)CC1)Nc1ccc2c(c1)OCCO2	7	-3
CCCCCCCNC(=O)COc1ccc2c(c1)C(=O)CC(C)(C)O2	5	/
CCOc1ccc(N(CC(=O)NCc2cccc(OC)c2)S(=O)(=O)c2c(C)noc2C)cc1	-8	-6
COc1ccc(OCC(O)Cn2c(=N)n(CCN3CCOCC3)c3ccccc32)cc1 (centres undefined)	8	0
CCCN(CCC)CCNC(=O)C1c2ccccc2C(=O)N(CCOC)C1c1ccc(F)cc1 (centres undefined)	28	/
COc1ccc(CN2C(=O)c3cccnc3C2O)cc1 (centres undefined)	-1	/
CSc1nc2ccccc2n1Cc1c(Cl)cccc1Cl	-11	/
C#CCNc1nc(C)nc2c1nnn2Cc1ccccc1F	0	-23
COC(=O)c1sccc1NC(=O)C1C2C=CC(O2)C1C(=O)O (centres undefined)	-8	-3
CC(C)NC(=O)C1CCN(C(=O)C(C(=O)c2ccccc2)n2cc(Cl)ccc2=O)CC1 (centres undefined)	-15	-3

Fetched one by one from the entries so far (five):
SMILES	RmlC RmlD mix	RT RNaseH block
CCCN(CCC)CCNC(=O)C1c2ccccc2C(=O)N(CCOC)C1c1ccc(F)cc1 (centres undefined)	28	/
CCN1C(=O)c2cccc3c(S(=O)(=O)NCc4cccnc4)ccc1c23	-1	/
Cn1c(-n2c(-c3ccco3)nc3ccccc3c2=O)nc2ccccc21	4	3
NC(=O)NC1CCCc2c1[nH]c1ccc(Cl)cc21 (centres undefined)	-7	-25
Cc1c(NC(=O)Nc2ccccc2Cl)sc(=S)n1C	8	/

3 of the compounds above, as a markdown table:
| molecule | RmlC RmlD mix | RT RNaseH block |
| --- | --- | --- |
| CSc1nc2ccccc2n1Cc1c(Cl)cccc1Cl | -11 | / |
| CCCN(CCC)CCNC(=O)C1c2ccccc2C(=O)N(CCOC)C1c1ccc(F)cc1 (centres undefined) | 28 | / |
| CCOc1ccc(N(CC(=O)NCc2cccc(OC)c2)S(=O)(=O)c2c(C)noc2C)cc1 | -8 | -6 |

Remaining list, next part.
SMILES	RmlC RmlD mix	RT RNaseH block
CN1CCN(C(=O)C2CCC(CNS(=O)(=O)c3cccc4cccnc34)CC2)CC1 (centres undefined)	4	-7
COc1ccc(OC)c(N2C(=O)NC(=O)C3(Cc4cc(C)ccc4N(C)C3)C2=O)c1 (centres undefined)	12	-4
CCOc1ccc(C(CC(=O)O)NS(=O)(=O)c2ccc(C)cc2)cc1OC (centres undefined)	/	-8
COc1ccc(OC)c2c1sc(=NC(=O)c1cccc(N3C(=O)CCC3=O)c1)n2C	16	/
CCOC(=O)c1sc(NC(=O)c2cc(S(=O)(=O)N3CCOCC3)ccc2C)nc1C	-19	3
COC(=O)c1ccc(C23CC4(C2)[C@H](CN(Cc2ccc(C(F)(F)F)cc2)[C@@H]4c2ccccc2)C3c2ccc(Cl)nc2)cc1 (some centres undefined)	5	/
COCCCn1c(SCC(=O)N2CCc3ccccc32)nnc1-c1ccoc1C	-13	27
O=C(NCCN1CCN(c2ccccc2)CC1)c1cccn2c(=O)c3ccccc3nc12	/	-36
CCO[C@H]1OC(C(=O)O)=C[C@@H](c2ccc3c(c2)OCO3)[C@@H]1CCCO	10	/
Nc1nc(CSCc2ccccc2)nc(N2CCOCC2)n1	3	-7
Cc1ccc(NC(=O)CSCC(=O)N2CCOCC2)cc1	-7	/
CCC(C)Nc1c2c(nc3c(-c4ccccc4)c(C)nn13)CCC2 (centres undefined)	-10	/
Cc1ccc(-c2cnn(-c3cccc(C(F)(F)F)c3)c2N)cc1	13	/
Cc1ccc(C(C(=O)NCCc2ccccc2)N(C(=O)c2csnn2)C2CC2)o1 (centres undefined)	-16	-1
Cc1cc(Nc2ccccc2)n(-c2ccc(Br)cc2)n1	12	/
CCOC(=O)Cc1csc(NC(=O)NC2(C(F)(F)F)Oc3ccc(Cl)cc3O2)n1 (centres undefined)	0	/
CCOC(=O)CCCc1sc(N)nc1-c1[nH]c(=O)[nH]c1C	1	25
COc1cccc(/C=N/Nc2nn3cnnc3c3ccccc23)c1	-7	/
CCC1(CC)C(=O)C2=C3C1[C@H](C(=O)OC)C=C(C(=O)OC)C[C@H]3[C@H]1C(=O)N(Cc3ccccc3)C(=O)[C@H]1[C@H]2C (some centres undefined)	-1	/
Oc1ccccc1/C=N/n1cnnc1	-5	/
COc1ccc(-n2c(SCC#N)nc3ccccc3c2=O)cc1	6	-13
Cc1csc2nc(CNS(=O)(=O)c3cccnc3)cn12	-7	-10
CC1(C)CC(=O)C(C=NCC2CCNCC2)=C(O)C1	-14	-4
O=C(COc1ccccc1F)Nc1ccc(S(=O)(=O)NCc2ccco2)cc1	-18	-7
CCC1Oc2ccc(C)cc2N(CC(=O)N(Cc2ccc(C)o2)C2CC(C)(C)NC(C)(C)C2)C1=O (centres undefined)	-5	/
SMILES	RmlC RmlD mix	RT RNaseH block
CCOC(=O)c1sc(NC(=O)CN(CC)CC)c(C(=O)OCC)c1C	-6	/
O/N=C1/CCCCc2sccc21	-6	-21
Cc1ccc(S(=O)(=O)/C(C#N)=C/c2c(N3CCN(C)CC3)nc3ccccn3c2=O)cc1	1	-3
Cc1cccn2c(=O)c3cc(C#N)c(=N)n(CCN4CCOCC4)c3nc12	/	-7
O=C(NCCN1CCN(Cc2ccccc2Cl)CC1)Nc1ccccc1	-6	/
Cc1nc2ccccc2c(=O)n1CC(=O)N1CCOCC1	-10	0
COc1ccc(-n2nnc3c(SCC(=O)NCc4ccco4)ncnc32)cc1	-2	-18
CCOc1ccc(Nc2nc(Cc3nnc(SCC(=O)N(CC)CC)n3C)cs2)cc1	-206	/
COc1ccc(N2CCN(c3nc(NCCO)nc(N4CCOCC4)n3)CC2)cc1	5	1
FC(F)(F)c1cnc(Sc2nnc(-c3cccs3)n2CC2CCCO2)c(Cl)c1 (centres undefined)	-9	/
O=C(CCl)N(c1ccc(Cl)cc1)c1c[nH]c2ccccc12	-43	/
c1ccc2c(c1)[nH]c1ccccc12	7	/
CCOc1ccc(N(CC(=O)NCC2CCCO2)S(=O)(=O)c2ccc(OC)c(OC)c2)cc1 (centres undefined)	-18	-1
C=CCc1cc(/C=N\NC(=O)CSc2nnc(CCCc3ccc(OC)c(C)c3)o2)cc(OC)c1O	15	/
CCC(=O)N1CCN(c2cc(C)ccc2C)CC1	-4	23
COc1cccc(N(C(=O)Cn2nnc(-c3ccc(C)o3)n2)C(C(=O)NC(C)(C)C)c2cccs2)c1 (centres undefined)	9	/
O=C1CCCN1Cc1ncnn1-c1ccccc1	-8	-5
O=C(NCCCn1ccnc1)c1sc2cccc(F)c2c1Cl	-18	/
Cn1c(-c2ccccc2)cnc1SCc1nc2ccccc2c(=O)[nH]1	-27	-39
COc1ccc(NC(=O)C2CC(=O)N(c3cc(C)ccc3C)C2)cc1 (centres undefined)	-6	-17
O=C(c1cc(Cl)ccc1Cl)N1CCOCC1	7	-3
CCCCCCCCOC(=O)C(NC(=O)CCC(=O)Nc1ccc(S(N)(=O)=O)cc1)C(O)c1ccccc1 (centres undefined)	9	/
CCOC(=O)Cn1c(CN(Cc2ccccc2)Cc2ccccc2)nc2c1c(=O)n(C)c(=O)n2C	-9	7
O=C(c1cccc(S(=O)(=O)N2CCCC2)c1)c1nnc(-c2ccncc2)o1	17	6
O=C(Nc1cc(C(F)(F)F)ccc1F)C1CCC1	25	0

Structures listed so far with two or more sulfur atoms (6):
SMILES	RmlC RmlD mix	RT RNaseH block
CCOC(=O)C1=C(C)N=C2SCCC(=O)N2C1c1sccc1C (centres undefined)	-4	-6
Cc1c(NC(=O)Nc2ccccc2Cl)sc(=S)n1C	8	/
CCOC(=O)c1sc(NC(=O)c2cc(S(=O)(=O)N3CCOCC3)ccc2C)nc1C	-19	3
Cc1csc2nc(CNS(=O)(=O)c3cccnc3)cn12	-7	-10
CCOc1ccc(Nc2nc(Cc3nnc(SCC(=O)N(CC)CC)n3C)cs2)cc1	-206	/
FC(F)(F)c1cnc(Sc2nnc(-c3cccs3)n2CC2CCCO2)c(Cl)c1 (centres undefined)	-9	/

Given with values under each structure: 2 of the compounds above
Fields: RmlC RmlD mix | RT RNaseH block
CCCN(CCC)CCNC(=O)C1c2ccccc2C(=O)N(CCOC)C1c1ccc(F)cc1 (centres undefined)
→ 28 | /
COc1ccc(CN2C(=O)c3cccnc3C2O)cc1 (centres undefined)
→ -1 | /

(list continues)
SMILES	RmlC RmlD mix	RT RNaseH block
Cc1cccc2cc(CN(Cc3ccccc3)C(=O)c3cccc(F)c3)c(Cl)nc12	12	/
Cc1ccc2nsnc2c1S(=O)(=O)Nc1cccc2nsnc12	-1	-37
CCn1cc(Br)c(C(=O)N2CCN(c3ccccc3)CC2)n1	10	-6
Cc1ccnc(NS(=O)(=O)c2ccccc2)n1	-7	-7
Cc1nc2ncnn2c(C)c1CCC(=O)N1CCCCC1	2	/
O=C(COc1ncnc2scc(-c3ccc(Cl)cc3)c12)NCc1ccco1	5	/
CN(c1ccccc1)S(=O)(=O)c1ccc(NC(=S)NC(=O)c2ccccc2)cc1	-14	/
O=c1nccc(NCc2ccco2)[nH]1	8	-3
Cc1ccc(-n2nc(C)c3c(C)c(CCC(=O)NCc4ccccc4)c(C)nc32)cc1	-44	/
NC(=O)c1cc2ccc(O)cc2oc1=Nc1ccccc1	20	-18
O=c1c2ccccc2nnn1CSc1nc2cc(Cl)ccc2c(=O)n1Cc1ccco1	4	4
CCCCCCNC(=O)Nc1ccccc1	-8	-7
O=C(CSc1nnc(-c2ccco2)n1Cc1ccccc1)NCc1ccccc1	-8	/
CN(C)CCCNc1ncnc2c1cnn2-c1ccccc1	-10	-17
O=C(Nc1ccccc1F)c1ccc(S(=O)(=O)NCC2CCCO2)cc1 (centres undefined)	8	6
O=C1CC(c2ccccc2)CC(O)=C1C=NCc1ccc(Cl)cc1 (centres undefined)	-11	/
O=C(NC1CC1)c1ccc2c(c1)NC(=O)c1ccccc1S2	-4	/
CC/C(=N\O)c1ccc(O)c(OC)c1	-8	-10
COc1cc2c(cc1OC)CN(C(=O)c1cccs1)CC2	-11	-9
Cc1ccc([N+](=O)[O-])cc1N=C(c1cccc([N+](=O)[O-])c1)N1CCOCC1	-8	/
CC(=O)Nc1ccc(S(=O)(=O)N2CCN(CCCOc3cc(C)ccc3C)CC2)cc1	6	-8
c1ccc2c(N3CCNCC3)cccc2c1	7	/
CC1CCCC(NC(=O)Cn2cc3c(n2)CCCCC3)C1C (centres undefined)	6	-2
